FXN GAA850 act: activators of GAA850 frataxin (FXN) promoter. HEK293 lucGAA850 FXN promoter luciferase reporter, 24 h; percent of 10 µM SAHA response. activation, % at 6 µM. 360,000 compounds, 0.56% hits. AID 540364;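 active = activation above the average of all compounds screened plus 3 SD, cutoff fixed separately per campaign, cut at about 7.5% in these data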;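 also: 0% = DMSO wells and 100% = 10 µM SAHA wells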
DAX1 inh-1: NR0B1 (DAX1) inhibition. HEK293 Gal4-DAX1 luciferase reporter, luminescence. AID 504766. inhibition, % at 6.75 µM. P51843. 340,000 compounds, 0.99% hits;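 active = inhibition above the mean over all tested compounds plus 3 SD, cut at about 4.2% in these data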;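 also: 0% = DAX1-transfected cells with DMSO and 100% = empty-vector control cells with DMSO; inhibition shows as a rise in luminescence from relieved DAX1 repression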
Target sequence (P51843 207-470 limits assumed): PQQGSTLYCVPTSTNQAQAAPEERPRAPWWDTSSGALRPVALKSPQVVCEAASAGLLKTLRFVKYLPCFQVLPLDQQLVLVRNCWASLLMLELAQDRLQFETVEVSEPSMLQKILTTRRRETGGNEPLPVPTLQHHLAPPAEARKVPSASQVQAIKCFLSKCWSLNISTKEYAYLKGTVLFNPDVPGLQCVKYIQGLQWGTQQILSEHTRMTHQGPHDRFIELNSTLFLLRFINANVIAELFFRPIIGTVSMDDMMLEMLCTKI
ADAM10 inh: inhibitors of human ADAM10; 370,000 compounds, 0.62% hits; O14672; AID 720582; inhibition, % at 7 µM; recombinant ADAM10, EDANS/DABCYL FRET peptide cleavage, 3 h;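 active = inhibition above a per-campaign cutoff equal to the mean of compounds falling between control-based bounds plus 3 SD, cut at about 20% in these data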;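 also: 0% = DMSO wells while the 100% control is not disclosed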
Target sequence (O14672 214-748 limits assumed): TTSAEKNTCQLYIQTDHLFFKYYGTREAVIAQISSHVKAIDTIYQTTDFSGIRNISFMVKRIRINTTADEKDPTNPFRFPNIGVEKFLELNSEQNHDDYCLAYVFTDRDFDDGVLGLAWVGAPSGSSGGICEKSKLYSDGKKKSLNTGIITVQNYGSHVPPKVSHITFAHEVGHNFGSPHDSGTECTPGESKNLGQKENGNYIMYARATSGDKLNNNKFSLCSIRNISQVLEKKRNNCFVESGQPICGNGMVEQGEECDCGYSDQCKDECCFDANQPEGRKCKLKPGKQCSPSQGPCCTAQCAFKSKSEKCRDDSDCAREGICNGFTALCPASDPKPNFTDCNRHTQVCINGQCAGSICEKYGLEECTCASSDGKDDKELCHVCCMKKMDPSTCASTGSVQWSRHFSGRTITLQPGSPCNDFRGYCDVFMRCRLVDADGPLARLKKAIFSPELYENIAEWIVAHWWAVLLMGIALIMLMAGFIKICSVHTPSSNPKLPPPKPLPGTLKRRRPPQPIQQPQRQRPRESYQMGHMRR
ssDAF12 agonist: activators of S. stercoralis DAF-12 nuclear receptor; HEK293 ssDAF-12/GRIP1 lit1-tk-luc reporter, luminescence; % of 3 µM dafachronic acid response; activation, % at 6.8 µM; 370,000 compounds, 1% hits; AID 652126;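 active = activation above the mean over all tested compounds plus 3 SD, cut at about 0.9% in these data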;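 also: 0% = DMSO-only wells and 100% = 3 µM delta7-dafachronic acid wells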
SMARCA2 activ: SMARCA2 function activation, primary screen | MG213 cells, MMTV-luciferase reporter, dexamethasone, overnight | 370,000 compounds, 1% hits | AID 652017 | activation, % at 9.1 µM; in the data active = activation above about 7.8%;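 also: 0% = vehicle wells and 100% = reference activator wells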
hcDAF12 agonist: activators of H. contortus DAF-12 nuclear receptor | activation, % at 6.8 µM | 370,000 compounds, 1.4% hits | HEK293 hcDAF-12 lit1-tk-luc reporter, luminescence; 0% DMSO, 100% Δ7-dafachronic acid;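 active = activation above the mean of all tested compounds plus 3 SD, cut at about 5.5% in these data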;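 also: 100% = response to 3 µM Δ7-dafachronic acid high control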
sPLA2-III inh: Inhibits HGIII-sPLA2 liposome hydrolysis, primary screen; Q9NZ20; QFRET BODIPY PC-A2 liposome hydrolysis, fluorescence; inhibition, % at 12.2 µM; 370,000 compounds, 0.56% hits;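 active = inhibition above mean plus 3 SD of compounds lying within the high and low control bounds, cut at about 19% in these data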;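 also: 0% = median of test compound wells and 100% = no enzyme DMSO wells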
GC-A act: GC-A (human) enzyme activation; P16066; HEK293 GC-A cells, cGMP TR-FRET, EC30 ANP; 0% at EC30 ANP, 100% saturating ANP; activation, % at 10 µM; 370,000 compounds, 0.14% hits; AID 1671463; in the data active = activation above about 40%
hgDAF-12 ag: activates the H. glycines DAF-12 receptor ligand-binding domain; HEK293 GAL4-hgDAF12 UAS-luciferase reporter, agonist luminescence; normalized to butyrate control; AID 687014; activation, % at 6.8 µM; 370,000 compounds, 1.8% hits;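 active = activation above a cutoff set at the mean of all screened compounds plus 3 SD, cut at about 10% in these data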;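 also: 0% = DMSO wells and 100% = sodium butyrate wells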
DAX1 inh-2: inhibitors of DAX1 repression of SF-1 activated StAR promoter. HEK293T StAR-luciferase reporter, SF-1/DAX-1 repression relief. inhibition, % at 6.8 µM. 370,000 compounds, 1.1% hits. AID 652010;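 active = inhibition above the mean over all tested compounds plus 3 SD, cut at about 3.6% in these data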;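 also: 0% = DAX-1 cells with DMSO and 100% = cells lacking DAX-1 with DMSO; higher inhibition means more luminescence from relief of DAX-1 repression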
NPR2 activator: GC-B (human) receptor activation | activation, % at 10 µM | HEK293-GC-B cells, CNP EC30, cGMP TR-FRET; 0% at EC30 CNP, 100% saturating CNP | P20594 | 370,000 compounds, 0.11% hits;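 active = activation at 10 µM reaching about 35% in either raw or pattern-adjusted values, limit read from the data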
An asterisk follows results filed as active; x = no result given.

smiles	FXN GAA850 act	DAX1 inh-1	ADAM10 inh	ssDAF12 agonist	SMARCA2 activ	hcDAF12 agonist	sPLA2-III inh	GC-A act	hgDAF-12 ag	DAX1 inh-2	NPR2 activator
O=C(CSc1nc2ccccc2s1)Nc1cc(C(=O)O)cc(C(=O)O)c1	0.8	0.0	-8	0.5	-2	2.5	0	-1	1.8	1.1	0
CCOC(=O)c1ccc(CNCc2ccc(C)cc2)cc1	1.8	-0.2	-1	-1.0	9.1*	0.6	-5	0	1.7	-0.5	3
CCN(CCCNC(=O)CC1Oc2ccc(C)cc2NC1=O)Cc1ccccc1 (stereo not given)	1.3	0.2	-3	-0.6	-1	-2.0	-4	-2	1.9	-0.1	0
CC1=N/C(=C\c2ccc(OC(C)C)cc2)C(=O)N1c1ccc(C(=O)O)cc1	2.1	-1.3	-6	1.9*	1	-3.3	-7	-3	1.8	-0.5	-2
COc1cc(C(=O)N2CCN(c3ccccc3)CC2)c2ccccc2n1	-1.9	0.3	-8	-0.8	-3	-1.0	7	-5	-6.0	-0.4	5
CCc1ccc(NC(=O)C2=CC(c3ccc(OC)c(OC)c3)=NS(=O)(=O)N2C)cc1	-1.1	-1.8	11	-2.1	-7	-3.5	-7	1	-6.2	-4.4	-3
COc1cc(C(=O)NCC(c2cccnc2)N2CCN(c3ccccc3)CC2)cc(OC)c1OC (stereo not given)	0.2	0.6	12	-0.2	-1	-0.5	1	-2	1.2	0.0	7
O=C(NCCNc1ccc([N+](=O)[O-])cc1)c1cc(F)c(F)cc1Cl	1.1	x	0	-1.9	-3	0.0	2	0	-1.6	0.2	2
COc1ccccc1N1CCN(C2CCCN(C(=O)c3oc(C)cc3C)C2)CC1 (stereo not given)	0.1	-0.4	3	-1.0	0	-1.8	2	2	-1.2	0.4	3
CCc1c(O)nc(SC2CC(=O)N(c3ccc(F)c(Cl)c3)C2=O)[nH]c1=O (stereo not given)	0.4	0.0	-6	-0.5	-2	-0.1	4	1	-0.2	-0.1	0
CCCCCCCCN1C(=O)N(Cc2ccc(OC)cc2)S(=O)(=O)c2ccc(F)cc21	x	x	-10	-0.7	-4	0.4	-2	2	1.8	1.2	4
COc1ccc2[nH]cc(C(=O)NCCc3ccccc3)c(=O)c2c1	2.4	-0.4	-4	-1.3	3	-0.2	-5	-3	-0.1	0.1	-2
CCN(CC(=O)Nc1ccc(NC(C)=O)cc1)C(=O)CCCOc1ccc(C(C)(C)C)cc1	-0.3	0.3	11	-0.4	-1	-0.9	-20	-3	0.3	-0.5	6
O=c1[nH]c(/C(=N\O)c2ccccc2)no1	-1.5	0.4	7	-0.9	0	-0.7	-58	-2	0.8	-0.1	8
Nc1ccc(CCc2ccc(N)cc2)cc1	0.7	0.7	-1	-1.1	-1	-0.3	11	5	0.2	-0.5	5
O=C(Nc1cccc(Oc2ccccc2)c1)C1Cc2c(-c3ccco3)ccnc2O1 (stereo not given)	1.9	x	6	-1.5	-3	-2.7	-15	-8	0.1	-0.7	-4

5 entries drawn at random from the list so far:
smiles	FXN GAA850 act	DAX1 inh-1	ADAM10 inh	ssDAF12 agonist	SMARCA2 activ	hcDAF12 agonist	sPLA2-III inh	GC-A act	hgDAF-12 ag	DAX1 inh-2	NPR2 activator
CCc1c(O)nc(SC2CC(=O)N(c3ccc(F)c(Cl)c3)C2=O)[nH]c1=O (stereo not given)	0.4	0.0	-6	-0.5	-2	-0.1	4	1	-0.2	-0.1	0
COc1ccc2[nH]cc(C(=O)NCCc3ccccc3)c(=O)c2c1	2.4	-0.4	-4	-1.3	3	-0.2	-5	-3	-0.1	0.1	-2
COc1ccccc1N1CCN(C2CCCN(C(=O)c3oc(C)cc3C)C2)CC1 (stereo not given)	0.1	-0.4	3	-1.0	0	-1.8	2	2	-1.2	0.4	3
O=c1[nH]c(/C(=N\O)c2ccccc2)no1	-1.5	0.4	7	-0.9	0	-0.7	-58	-2	0.8	-0.1	8
CCCCCCCCN1C(=O)N(Cc2ccc(OC)cc2)S(=O)(=O)c2ccc(F)cc21	x	x	-10	-0.7	-4	0.4	-2	2	1.8	1.2	4

Additional structures follow:
smiles	FXN GAA850 act	DAX1 inh-1	ADAM10 inh	ssDAF12 agonist	SMARCA2 activ	hcDAF12 agonist	sPLA2-III inh	GC-A act	hgDAF-12 ag	DAX1 inh-2	NPR2 activator
O=C(COc1ccc(S(=O)(=O)NC2CCCCC2)cc1)NC1CC1	1.6	-0.6	-10	-0.9	-2	-0.7	-2	1	-2.2	0.0	1
O=[N+]([O-])c1nn(-c2ccc(Cl)cc2)n(O)c1=NCc1ccccc1	4.5	5.0*	-1	-0.8	3	-2.1	3	-23	2.6	-0.2	-1
COc1cccc(C(=O)N(CN2CCCC2=O)c2cc(C)on2)c1	-5.3	1.0	-3	-1.3	-1	1.2	-1	4	2.8	0.0	-7
Cn1ncc([N+](=O)[O-])c1C(=O)Nc1ccc(-c2nc3ccccc3[nH]2)cc1	0.4	-0.9	9	-0.9	9.6*	-1.1	-9	8	1.7	0.6	11
COc1ccc(-c2nn(C)c(=O)c3ccccc23)cc1NC(=O)Cn1nc(-c2ccccc2)c2ccccc2c1=O	-1.4	0.8	1	-1.5	-3	-2.4	-5	x	-1.1	-1.6	x
COc1ccc(S(=O)(=O)Nc2ccc3c(c2)OCO3)cc1	-1.8	-0.1	3	-0.7	-1	-1.8	-4	-8	-2.5	0.3	-1
CN(C)S(=O)(=O)Oc1cccc(C(=O)Nc2ccccc2Cl)c1	2.8	0.4	-6	-0.7	-4	0.1	-5	5	3.5	1.1	0
CCc1cccc(OCCCCN(CC)CC)c1	-0.4	-0.4	11	-0.7	1	-0.2	4	-3	0.0	0.1	-1
COc1ccc(S[C@@H](CCN2CC[C@H](NC(=O)OCc3ccccc3)CCC2=O)c2ccccc2)cc1	0.0	-1.9	13	-1.6	0	-2.9	-17	-1	-1.3	-1.4	2
COc1cccc(CNC(=S)NC2CC2)c1	0.5	-0.1	-3	-1.9	-3	4.8	4	0	0.3	-0.5	5
CCCCCN1CC(=O)N2[C@@H](Cc3c([nH]c4ccccc34)C2(C)C)C1=O	-1.2	-1.1	0	-1.2	0	-1.6	-5	12	-0.5	0.2	4
CCOC(=O)N/N=C\c1cccc(OC)c1OC/C=C/c1ccccc1	0.8	0.7	-15	-0.5	0	0.3	-8	2	1.2	-0.3	6
COc1ccc(CNC(=O)COc2ccc(Br)c(C)c2)cc1	0.1	0.5	2	-1.2	-4	1.0	1	-2	0.9	-0.3	-2
O=S(=O)(NCc1ccc(F)cc1)c1ccccc1Br	-1.0	0.9	-7	-1.4	0	-1.6	-3	0	2.5	-0.4	-6
CCCCC1CN2CCc3c([nH]c4ccccc34)C2(C)C1 (stereo not given)	-1.3	0.7	-3	-0.6	-4	3.2	-18	-51	-2.0	-0.8	-14
COc1ccc(N2CCN(C3CCCN(C(=O)c4ccoc4)C3)CC2)cc1 (stereo not given)	-0.3	0.8	2	-0.9	-1	-1.3	10	2	-0.2	-1.4	-1
Cc1cc(NC(=O)CSc2ccc(-c3cccc([N+](=O)[O-])c3)nn2)no1	1.9	0.4	-5	0.1	-5	1.8	3	-5	-1.7	4.0*	-2
CCOCc1cc(C2NC(=O)NC(C)=C2C(=O)OCC)ccc1OC (stereo not given)	0.2	0.1	-4	-1.2	0	-1.7	1	-10	0.7	0.0	-16
COc1cc2nc(N(CCN(C)C)C(=O)c3ccc(S(=O)(=O)N(C)CC4CCCO4)cc3)sc2cc1OC (stereo not given)	-1.1	-0.7	2	-0.5	-2	0.1	8	-2	0.3	-0.3	3
O=C(N/C(=C/C=C\c1ccccc1)C(=O)N1CCOCC1)c1ccc(Br)cc1	-0.9	1.6	6	-1.7	-2	-2.2	-13	0	0.4	-0.1	3
O=C(c1nn2c(C(F)(F)F)cc(-c3ccccc3)nc2c1Cl)N1CCN2CCCC2C1 (stereo not given)	1.7	0.1	-10	-1.7	-1	-2.5	9	10	-1.8	-1.4	9
CSc1n[nH]c(=O)n1C1CCCCC1	0.2	6.0*	-3	-0.9	1	1.2	1	2	-0.3	-0.5	2
O=C(CCc1ccccc1)Nc1nc2n(n1)C(c1ccc(Cl)cc1)CC(=O)N2 (stereo not given)	0.8	-0.5	-6	-1.6	0	-1.1	2	0	-1.4	-0.7	-12
CN(c1ccccc1)S(=O)(=O)c1cc(Cl)ccc1Cl	-0.5	0.7	2	-2.0	-1	-2.3	-5	-3	4.4	-0.4	-12
Cc1c(-c2nc(-c3cccnc3)no2)cccc1[N+](=O)[O-]	1.7	0.7	-4	-0.7	-1	4.2	-3	4	4.7	0.0	-2
O=C(COC(=O)[C@@H]1CCCN1S(=O)(=O)c1ccccc1F)NCc1ccc2c(c1)OCO2	0.8	0.8	2	-1.1	0	-0.5	-11	1	1.4	1.3	2
CCOc1ccc(N2CC(C(=O)NCCc3ccc(OC)c(OC)c3)CC2=O)cc1 (stereo not given)	-2.6	0.3	-7	-0.5	1	-1.0	-4	5	0.8	-0.5	9
COc1ccc(CNCCNC(=O)c2cccs2)c(OC)c1OC	-0.3	0.3	-4	-1.7	-4	-1.1	6	-2	-2.3	0.1	-3
CCOc1ccc(CCNC(=O)C2CC(=O)N(c3ccc4c(c3)OCCO4)C2)cc1OCC (stereo not given)	1.6	0.4	-4	-0.6	-3	0.3	2	0	1.1	0.1	-1
COc1cccc(C(=O)NC(=O)Nc2nc(C)cc(C(F)(F)F)n2)c1	1.4	-0.1	-2	-1.4	2	-0.5	0	2	-0.9	0.6	1
O=C(Nc1cccc(-n2cnnn2)c1)c1cccs1	1.1	0.3	4	-1.1	0	-0.6	-1	1	1.0	0.5	-4
CCN1C(=O)[C@@H]2[C@@H](c3ccc(-c4cccc(Cl)c4)cc3)N3CCC[C@@]3(C(=O)OC)[C@@H]2C1=O	-3.2	-0.9	10	-1.1	0	-2.0	-9	0	-0.3	-1.0	-1
CCOC(=O)c1c(-c2ccccc2)csc1NC(=O)CSc1nc(N)cc(N)n1	3.4	-2.9	26*	-2.6	-5	-5.3	-12	-1	-5.5	-2.5	7
Cc1nc(-c2ccccc2)nc2sc(C(=O)c3ccc(F)cc3)c(N)c12	0.5	1.7	1	-0.1	-3	4.9	14	1	3.2	0.1	-7
CC(=O)Nc1cc(-c2ccc(C(=O)N3CCOCC3)cc2)cn2c(-c3ccc(F)cc3)cnc12	-0.3	x	-34	-1.9	-2	-1.3	5	2	-3.9	-0.6	2
CCN(CC)CCNC(=S)Nc1ccc(F)cc1	0.5	1.5	-1	-0.4	-2	-0.2	2	3	0.7	0.2	2

Assay outcomes deposited in PubChem BioAssay by several laboratories.
